Bioassay records deposited in PubChem BioAssay by several laboratories.
Phagocytosis inh = macrophage phagocytosis inhibition | J774A.1 macrophage IgG-bead phagocytosis, imaging | inhibition, % at 5 µM | 110,000 tested, 0.07% active;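 active means inhibition above the mean of the plate negative controls plus 5 SD, cut at about 13% in these data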;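 further: phagocytic index as fraction of beads internalized from green versus red external bead signal; plate controls were DMSO negative control for no effect and cytochalasin-D positive control for full effect; some results beyond the cut were filed as inactive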
BB579 growth dn = chemicals that inhibit yeast BB579 growth in restrictive medium (lifespan-shortening candidates); S. cerevisiae BB579 growth, OD615, 48 h; inhibition, % at 10 µM; 140,000 tested, 0.51% active; AID 804;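 active means inhibition above a set limit, 3 SD over the mean compound inhibition, cut at about 44% in these data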; further: inactives centre near -24
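Detection: OD615 turbidity measurement; Material: Saccharomyces cerevisiae DeaD strain BB579, replicative lifespan model yeast; Timing: 48 h exposure, 30 °C; Doses: single 10 µM dose; Medium: CSMM-D restrictive synthetic medium containing dextrose (glucose); Controls: amphotericin B at 10 µg/mL as positive control.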
Yeast life ext = yeast lifespan extension | inhibition of the nicotinamide effect, % at 10 µM | S. cerevisiae growth with nicotinamide, OD615; deaD strain in restrictive glucose medium | 130,000 tested, 0.68% active;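 active means inhibition above a set limit, placed 3 SD over the median of all compounds, cut at about 26% in these data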;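 further: 0% = nicotinamide-treated wells and 100% = cells grown without nicotinamide; some compounds called inactive have numbers as strong as hits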
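assay system = DeaD-strain S. cerevisiae | measured by = absorbance at 615 nm | probe or stimulus = nicotinamide 1.5 mM | buffer or medium = CSMM-D glucose medium, restrictive | times = 48 h at 30 °C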
Measles CPE = protection of cells from measles virus; Measles virus-infected cells, CPE protection, absorbance; 140,000 tested, 1.5% active; protection (pct of control), % at 4 µM; in the data active means protection mostly above about 24%, no sharp cut-off; inactive means mostly below about 26%; further: some compounds called inactive have numbers as strong as hits
GALR2 antag = antagonists of human galanin receptor 2 (GALR2); inhibition, % at 4 µM; O43603; GALR2-expressing cells, antagonist mode; 140,000 tested, 0.39% active; in the data active means inhibition above about 27%;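 further: cells stimulated with galanin 1-16 at roughly its EC80; 0% = agonist challenge control and 100% = basal control without agonist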
Target sequence (O43603 whole entry, looked up): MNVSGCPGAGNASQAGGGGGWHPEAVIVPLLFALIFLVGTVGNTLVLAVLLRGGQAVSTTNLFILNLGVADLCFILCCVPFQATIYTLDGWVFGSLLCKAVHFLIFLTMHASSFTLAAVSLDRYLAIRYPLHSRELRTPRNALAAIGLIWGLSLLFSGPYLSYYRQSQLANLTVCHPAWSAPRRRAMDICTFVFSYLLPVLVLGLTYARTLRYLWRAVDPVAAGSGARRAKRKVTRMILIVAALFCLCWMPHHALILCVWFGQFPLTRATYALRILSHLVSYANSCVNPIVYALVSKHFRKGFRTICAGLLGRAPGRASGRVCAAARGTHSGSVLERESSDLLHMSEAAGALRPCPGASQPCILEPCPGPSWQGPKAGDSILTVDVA
HCT116 bCat-KO = beta-catenin-lacking colon tumor cell growth suppression. HCT116 beta-catenin knockout viability, CellTiter-Glo, 60 h; hits give low values. viability, % at 10 µM. 140,000 tested, 1.5% active;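 active means viability at or under a set limit, the compound median less 4 SD, cut at about 6% in these data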;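 further: 0% = Hyamine 1622 control at 20 µM and 100% = untreated cell control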
HCT116 PTEN-null = PTEN-deleted cell growth suppression; HCT116 PTEN-null viability, CellTiter-Glo, 60 h; hits give low values; viability, % at 10 µM; 140,000 tested, 1.2% active; AID 827;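 active means viability at or below a set limit, 4 SD under the median of all tested compounds, cut at about 3.7% in these data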;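 further: PTEN knockout HCT116 line with beta catenin targeted HCT116 as companion control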
MRP1 act = activators of MRP-1. 140,000 tested, 0.61% active. viability increase, % at 10 µM. H69AR cells + doxorubicin, viability rescue, CellTiter-Glo;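 active means viability gain under doxorubicin at or above a set limit, the compound median plus 3 SD, cut at about 4.7% in these data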;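 further: MRP-1 overexpressing cells given doxorubicin 25 µM after compound pretreatment; 18-22 h compound pretreatment then 72 h with doxorubicin before readout; 0% = doxorubicin-only wells and 100% = vehicle-treated cells without doxorubicin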
E-sel TNF inh = TNF alpha driven E-selectin expression inhibition. inhibition, % at 2 µM. 120,000 tested, 0.71% active. AID 1246. HUVEC TNFa-induced E-selectin immunofluorescence, high content;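 active means inhibition above the batch mean plus 3 SD, and confirmed as a hit on visual image review, cut at about 43% in these data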;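 further: 0% = TNF-stimulated DMSO wells and 100% = unstimulated control wells; not every result past the cut was called active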
NPY Y2 blocker = antagonists of human neuropeptide Y receptor Y2. inhibition, % at 2.7 µM. 140,000 tested, 0.99% active. AID 793. NPY-Y2 expressing cells, antagonist mode; in the data active means inhibition above about 17%;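 further: 0% = vehicle with agonist challenge and 100% = reference antagonist with challenge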
Target sequence (P49146 whole entry, looked up): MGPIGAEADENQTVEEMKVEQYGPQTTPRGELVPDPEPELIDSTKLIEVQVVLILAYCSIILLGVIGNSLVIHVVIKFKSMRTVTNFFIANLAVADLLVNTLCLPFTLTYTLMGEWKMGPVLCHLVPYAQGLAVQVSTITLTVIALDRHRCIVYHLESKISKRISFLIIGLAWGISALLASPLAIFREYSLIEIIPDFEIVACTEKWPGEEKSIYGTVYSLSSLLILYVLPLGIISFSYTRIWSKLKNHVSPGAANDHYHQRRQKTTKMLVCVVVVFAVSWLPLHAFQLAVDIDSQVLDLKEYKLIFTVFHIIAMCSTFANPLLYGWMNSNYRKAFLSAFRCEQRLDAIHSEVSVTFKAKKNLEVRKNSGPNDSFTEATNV
* hit, by the source's call; · = no result given; & = joins results of further samples.

SMILES	Phagocytosis inh	BB579 growth dn	Yeast life ext	Measles CPE	GALR2 antag	HCT116 bCat-KO	HCT116 PTEN-null	MRP1 act	E-sel TNF inh	NPY Y2 blocker
COc1ccccc1N1CCN(CC(=O)Nc2ccc(CN3CCCCC3)cc2)CC1	-1	-55	-3	19	-7	91	102	-1.2	·	4
CN1CCN(c2nc(C#N)cc(-c3ccccc3)n2)CC1	·	-34	-7	19	1	73	77	0.3	-5	4
Cc1ccc(N2CC(C(=O)NCCC(C)C)CC2=O)cc1 (centres undefined)	·	-16	-9	16	-5	94	86	1.5	18	2
COc1ccc(C(C)=O)cc1CN1C(=O)NC2(CCCCC2C)C1=O (centres undefined)	-3	0	-17	13	5	91	89	-3.3	7	1
O=C(O)CSC(C(=O)Nc1ccc(C(F)(F)F)cc1)c1ccccc1 (centres undefined)	0	-48	-8	7	2	106	113	0.3	23	1
COc1ccc(CN2CC(C(=O)NCCN3CCOCC3)CC2=O)cc1 (centres undefined)	0	-1	-6	20	12	101	103	0.1	-15	1
O=S(=O)(c1cccs1)N1CCN(Cc2nc3ccccc3s2)CC1	4	-32	-11	11	6	79	78	-1.7	-19	2
N#Cc1cc(Oc2ccc(Cl)cc2)c(N2CCOCC2)cc1C#N	·	-22	·	10	-2	88	76	-3.5	-12	5
CC1(C)CC(=O)C(N=Nc2c(Cl)cc(Cl)cc2Cl)=C(O)C1	-8	-27	6	43	9	90	89	-0.1	·	2
COc1ccc(N2CCN(C(=O)CSc3nnc4c(C)cc5ccccc5n34)CC2)cc1	-14	-34	-2	22	-4	72	67	-0.3	·	4
CCc1nc(SCC(=O)Nc2ccnc3ccccc23)n[nH]1	-2	-33	-18	5	5	75	78	-2.1	2	2
Cc1ccccc1NC(=S)NCC(c1cccnc1)N(C)C (centres undefined)	-7	-22	3	7	9	86	88	-1.5	·	1
CC(C)(C)c1nc(C(C)(C)C)c(Br)c(=O)[nH]1	-3	11	23	27	-3	92	92	-0.6	·	2
Cc1cc(C)nc(NS(=O)(=O)c2ccc(N/C=C3\CCCC3=O)cc2)n1	·	-3	·	4	11	93	102	-3.2	-5	2
CCCc1[nH]nc2c1C(c1ccccc1OCC)C(C#N)=C(N)O2 (centres undefined)	-1	-60	-2	11	-4	94	101	-1.1	7	2
CCOC(=O)c1nn(-c2ccc(Cl)cc2)c2nc(CC)c(C#N)c(=O)n12	·	-17	·	18	20	100	95	0.1	5	4
CCOC(=O)c1c(C)c(C(=O)Nc2ccc3c(c2)OCCO3)c(C)n1CC	2	-12	-2	18	-3	30	31	-5.1	·	5
Cc1cc(C)n2nc(SCC(=O)N(C(C)C)C(C)C)nc2n1	0	-26	-5	30	4	95	107	-0.3	-23	4
CCOc1ccc(-n2c(-c3ccccc3)c[n+]3c2CCCCC3)cc1	-3	-11	3	9	1	16	19	-2.5	-36	15
CC(C)Cn1c(O)c2ccc(C(=O)N=NC(=O)c3cccnc3)cc2c1O	-6	-30	0	7	-6	100	95	1.3	-19	0
O=C(/C=C/c1cccc([N+](=O)[O-])c1)NCc1ccc2c(c1)OCO2	-4	-23	-2	8	-5	93	94	-0.6	·	4
O=C(CSc1ccc2c(c1)OCCO2)NC(=O)NC1CCCC1	0	-3	-24	4	4	92	94	-3.0	·	4
CC(NC(=O)c1ccco1)C(=O)N1CCc2ccccc2C1 (centres undefined)	0	16	2	34	-1	98	97	-1.0	-19	2
COc1ccc(S(=O)(=O)N2CCN(c3ccc4nnc(-c5ccccc5)n4n3)CC2)cc1	0	-57	-7	17	-19	48	43	-5.6	-11	-4
O=C(NC(=S)Nc1ccc(NC(=O)c2cccs2)cc1)c1cc2ccccc2o1	8	-41	1	7	4	38	10	-6.0	-3	3
(listing goes on)
SMILES	Phagocytosis inh	BB579 growth dn	Yeast life ext	Measles CPE	GALR2 antag	HCT116 bCat-KO	HCT116 PTEN-null	MRP1 act	E-sel TNF inh	NPY Y2 blocker
O=S(=O)(CCOc1ccccc1)N1CCOCC1	-2	-21	3	1	-3	86	98	-2.7	-11	1
O=C(OCC(=O)N1CCCC1)c1cncc(Br)c1	-1	7	-3	43*	-5	91	96	-1.5	-37	3
Cc1cc(C)c(C#N)c(SCS(=O)Cc2ccc(Cl)cc2)n1 (centres undefined)	·	-10	-11	4	5	90	88	-0.1	-2	3
COc1ccc(NC(=O)C2CCN(C(=O)c3cccs3)CC2)cc1OC	0	27	-6	21	7	90	89	-1.5	22	-1
COc1ccccc1C(=O)N1CCN(c2cccc(Cl)c2)CC1	·	-14	-15	0	6	11	12	-3.5	-11	4
N#Cc1ccc(OCC(=O)NCCc2ccc(S(N)(=O)=O)cc2)cc1	-1	-52	14	6	-2	106	102	0.3	8	0
COC(=O)C1(CCSC)NC(c2ccc(O)cc2)C2C(=O)N(c3ccc4c(c3)OCCO4)C(=O)C21 (centres undefined)	0	0	-6	5	0	98	96	-1.6	11	5
FC(F)Oc1ccc(-c2csc(Cc3nnc4n3CCCCC4)n2)cc1	·	-2	-3	6	1	75	76	-1.2	5	1
Cc1ccccc1N1CC(C(=O)Nc2nnc(SCC(=O)Nc3nccs3)s2)CC1=O (centres undefined)	-2	-35	0	20	6	103	93	-1.0	17	3
COc1ccc2nc(SCC(=O)Nc3ccc(S(=O)(=O)Nc4onc(C)c4C)cc3)[nH]c2c1	·	11	·	20	4	96	100	0.1	-11	0
Nc1ccccc1-c1nnc(SCc2ccccc2F)[nH]c1=O	-3	-27	-15	2	6	87	90	-0.8	34	2
O=C1CCC(=O)N1c1ccccc1-c1ccccc1	0	-64	-9	3	-7	103	100	-0.5	·	-1
Cc1ccc(Nc2nc(N)nc(CN3CCN(Cc4ccc5c(c4)OCO5)CC3)n2)cc1	-1	-50	-11	7	-5	72	76	·	-24	9
COc1ccc(-n2cc(C(=O)Nc3cc([N+](=O)[O-])ccc3OC)c3ccccc3c2=O)cc1	-7	-8	-4	30	-7	88	87	-1.1	-4	2
CC(C)C1N(S(=O)(=O)c2ccccc2)CCN1S(=O)(=O)c1ccccc1	-1	-20	1	10	3	74	65	-1.4	·	5
O=C(c1cccc(S(=O)(=O)N2CCOCC2)c1)N1CCCc2ccccc21	-2	-21	-8	4	-2	89	95	-0.2	-46	-1
CCCCC(NC(=O)c1ccccc1)C(=O)OCC(=O)N1c2ccccc2Sc2ccccc21 (centres undefined)	·	-22	-8	21	-5	96	82	-2.5	1	0
COc1ccccc1C(c1nnnn1C(C)(C)C)N1CCCc2ccccc21 (centres undefined)	·	-16	-24	22	11	96	88	-2.5	·	2
Cc1ccc(NC(=S)NC2CC3CCC(C2)N3Cc2ccco2)c(C)c1 (centres undefined)	0	-28	-7	4	9	67	85	-2.9	23	4
Cc1n[nH]c(C)c1S(=O)(=O)N1CCOCC1	·	-48	-8	9	-5	96	97	-0.6	2	3
CN(C)c1ccc(/C=N/NC(=O)C2COc3ccccc3O2)o1 (centres undefined)	-1	-36	-6	17*	-17	98	97	-1.6	-3	0
N#CCCN(C(=O)COC(=O)c1ccc(CNS(=O)(=O)c2ccc(F)c(Cl)c2)cc1)c1ccc(F)cc1	7	-23	-5	23	-1	62	57	-3.3	-5	-5
C/C(NCc1ccccc1)=C(\C#N)C(=O)NCc1ccccc1	-1	-11	-5	26	-8	99	89	0.8	4	6
C/C=C/C(=O)OCC(=O)Nc1cc([N+](=O)[O-])ccc1Cl	3	-42	-3	5	2	82	90	-1.3	9	3
O=C(O)CCCCCNS(=O)(=O)c1cccc2c1C(=O)c1ccccc1C2=O	-9	-4	-3	11	1	69	74	-2.1	46	4

For convenience, 13 of the compounds above:
SMILES	Phagocytosis inh	BB579 growth dn	Yeast life ext	Measles CPE	GALR2 antag	HCT116 bCat-KO	HCT116 PTEN-null	MRP1 act	E-sel TNF inh	NPY Y2 blocker
Cc1ccc(Nc2nc(N)nc(CN3CCN(Cc4ccc5c(c4)OCO5)CC3)n2)cc1	-1	-50	-11	7	-5	72	76	·	-24	9
COc1ccc(-n2cc(C(=O)Nc3cc([N+](=O)[O-])ccc3OC)c3ccccc3c2=O)cc1	-7	-8	-4	30	-7	88	87	-1.1	-4	2
CC(C)C1N(S(=O)(=O)c2ccccc2)CCN1S(=O)(=O)c1ccccc1	-1	-20	1	10	3	74	65	-1.4	·	5
O=C(c1cccc(S(=O)(=O)N2CCOCC2)c1)N1CCCc2ccccc21	-2	-21	-8	4	-2	89	95	-0.2	-46	-1
CCCCC(NC(=O)c1ccccc1)C(=O)OCC(=O)N1c2ccccc2Sc2ccccc21 (centres undefined)	·	-22	-8	21	-5	96	82	-2.5	1	0
COc1ccccc1C(c1nnnn1C(C)(C)C)N1CCCc2ccccc21 (centres undefined)	·	-16	-24	22	11	96	88	-2.5	·	2
Cc1ccc(NC(=S)NC2CC3CCC(C2)N3Cc2ccco2)c(C)c1 (centres undefined)	0	-28	-7	4	9	67	85	-2.9	23	4
Cc1n[nH]c(C)c1S(=O)(=O)N1CCOCC1	·	-48	-8	9	-5	96	97	-0.6	2	3
CN(C)c1ccc(/C=N/NC(=O)C2COc3ccccc3O2)o1 (centres undefined)	-1	-36	-6	17*	-17	98	97	-1.6	-3	0
N#CCCN(C(=O)COC(=O)c1ccc(CNS(=O)(=O)c2ccc(F)c(Cl)c2)cc1)c1ccc(F)cc1	7	-23	-5	23	-1	62	57	-3.3	-5	-5
C/C(NCc1ccccc1)=C(\C#N)C(=O)NCc1ccccc1	-1	-11	-5	26	-8	99	89	0.8	4	6
C/C=C/C(=O)OCC(=O)Nc1cc([N+](=O)[O-])ccc1Cl	3	-42	-3	5	2	82	90	-1.3	9	3
O=C(O)CCCCCNS(=O)(=O)c1cccc2c1C(=O)c1ccccc1C2=O	-9	-4	-3	11	1	69	74	-2.1	46	4

Carrying on.
SMILES	Phagocytosis inh	BB579 growth dn	Yeast life ext	Measles CPE	GALR2 antag	HCT116 bCat-KO	HCT116 PTEN-null	MRP1 act	E-sel TNF inh	NPY Y2 blocker
C[C@@H]1NC(=O)c2cc([N+](=O)[O-])cc(I)c2OCC[C@@H](C(=O)NC(CC(=O)O)C(N)=O)NC(=O)[C@H](CC(N)=O)NC1=O (some centres undefined)	·	-27	9	3	0	100	102	0.2	-31	1
COc1ccc(S(=O)(=O)Nc2ccc(F)c(F)c2)cc1Cl	1	-39	-7	4	2	72	72	-3.0	16	-2
Cc1ccccc1C(=O)NNC(=S)NC(=O)c1cccnc1	-3	-39	3	7	-22	61	61	-0.9	-11	0
COc1ccc(C2(C)NC(=O)N(CC(=O)NCCC3=CCCCC3)C2=O)cc1OC (centres undefined)	0	-19	-10	4	1	97	90&84	-1.4	-3	3
O=C(O)C1C2C=CC3(O2)C1C(=O)N1c2ccccc2COC13 (centres undefined)	3	-3	-11	5	14	105	95	-0.4	15	0
O=C(Nc1ccc2c(c1)OCO2)C1CCN(c2ccc(S(=O)(=O)N3CCOCC3)cc2)CC1	2	-34	-7	5	11	98	113	-2.9	-10	6
